Screens: PubChem BioAssay, National Center for Advancing Translational Sciences (NCATS)
KAT2A inh: inhibitors of human GCN5L2 histone acetyltransferase. GCN5L2 HAT assay, ThioGlo1 CoA-SH fluorescence. Potency, µM (top dose mostly 58.9 µM), for inactives: top-dose activity change, negative = inhibition, actives largely listed as inhibitors. 390,000 compounds, 0.21% hits
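GCN5L2 (20 nM) in 50mM HEPES pH 7.5, 0.1mM EDTA, 0.01% Tween-20 preincubated 15 min with compounds at room temperature. Reaction started with H3(1-25) 75uM, acetyl-CoA 70uM, ThioGlo1 50uM; CoA-thiol fluorescence (Ex340/Em540) read at 0 and 20 min.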
N370S GC mod: N370S glucocerebrosidase modulation, Gaucher chaperone candidate; P04062; N370S GC spleen homogenate, 4MU-glucoside fluorescence; Potency, µM (top dose mostly 59.4 µM), for inactives: top-dose activity change, negative = inhibition, hits mostly inhibitors; 330,000 compounds, 0.092% hits;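 note: 0% = full enzyme activity and -100% = no enzyme basal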
FEN1 inh: inhibitors of human flap endonuclease 1. P39748. Potency, µM (doses to about 114 µM), inactives show at the highest dose activity change, negative = inhibition, usual class: inhibitors. Recombinant FEN1 flap cleavage, fluorescence, 15 min. 390,000 compounds, 0.35% hits. AID 588795; note: nearly all actives have a fitted effect of over 65% in size
Target sequence (P39748 whole entry, looked up): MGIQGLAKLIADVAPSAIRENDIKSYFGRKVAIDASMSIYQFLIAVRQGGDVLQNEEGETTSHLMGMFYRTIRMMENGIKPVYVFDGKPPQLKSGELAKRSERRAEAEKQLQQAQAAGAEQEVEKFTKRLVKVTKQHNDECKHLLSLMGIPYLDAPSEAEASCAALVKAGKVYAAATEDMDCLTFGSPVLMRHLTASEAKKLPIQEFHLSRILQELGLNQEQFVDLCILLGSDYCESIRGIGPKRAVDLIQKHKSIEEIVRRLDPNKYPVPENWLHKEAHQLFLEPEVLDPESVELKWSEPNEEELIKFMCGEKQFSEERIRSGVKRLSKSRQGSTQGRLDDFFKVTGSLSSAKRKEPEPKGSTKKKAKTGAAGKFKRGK
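Nuclease activity of 10 nM FEN1 was measured after 15 min of room-temperature exposure to titrated compounds, by adding 50 nM flap substrate and reading plates at 0 and 15 min.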
Starred values were filed as active, the others as inactive; ? = inconclusive; · = no result given; & = joins results of further samples; [ ] = remark or other dose. Calls come from the whole dose curve; as a rule, active = well fitted curve in the direction sought with a large enough effect; inconclusive = small, poorly fitted or top-dose-only effect, or another doubt; inactive = no such curve, though single readings can be large; an effect the other way counts as inactive or inconclusive. Unless noted, % is set by controls: 0 for no effect and ±100 for the full control effect; potency is the fitted concentration of half-maximal effect.

SMILES | KAT2A inh | N370S GC mod | FEN1 inh
N#CC1=CN(Cc2ccccc2)C=C(/C=N/Nc2ccccc2)C1 | -10% | -4% | 2%
CCOC(=O)c1cc(-c2ccccc2)sc1NC(=O)C(C)C | -8% | 5% | -3%
CC(C)/C(=N/Nc1ccccc1[N+](=O)[O-])c1ccccc1 | -10% | -4% | -20%
COc1cccc(CNC(=O)COC(=O)C2CCN(c3ccc(C(F)(F)F)cn3)CC2)c1 | -4% | · | 1%
Nc1ccc(-n2nncc2-c2ccccc2)cc1 | 0% | 1% | 0%
Cc1cc(NS(=O)(=O)c2ccc(NC(=O)/C=C/c3ccc(C)o3)cc2)nc(C)n1 | -22% | 3% | ?
O=C(Cn1nc(C(F)(F)F)c2c1CCCC2)Nc1ccc(F)c(Cl)c1 | -10% | · | -20%
CCNc1ncc2ncc(=O)n(Cc3cccc(OC)c3)c2n1 | -14% | 27% | ·
O=C(N/N=C/c1ccccn1)c1cccc([N+](=O)[O-])c1 | -2% | 1% | -5%
COc1cc(C(=O)Nc2ccc(N3CCCS3(=O)=O)cc2)c([N+](=O)[O-])cc1OC | -8% | -5% | 2%
CC(C)C[C@@H](CSc1ccccc1)N1CCN(CC(C)C)CCC1=O | 3% | -9% | 6%&0%
CNC(=O)C1CCCN1S(=O)(=O)c1ccc(OC)cc1 (stereo not drawn) | 1% | 5% | 5%
Cc1cccc(S(=O)(=O)Nc2nc3ccccc3nc2NCc2ccc3c(c2)OCO3)c1 | -5% | -5% | -9%
CC1CCCN(CCCNC(=O)c2ccc3c(c2)N(Cc2cccc(Cl)c2)C(=O)c2ccccc2S3(=O)=O)C1 (stereo not drawn) | 0% | · | -3%
CCn1c(SCC(=O)N2CCc3ccccc3C2)nc2sc(C)c(C)c2c1=O | -6% | ? | 0%
COc1ccc(Nc2cc(C(=O)NCCCN3CCN(c4ccc(OC)cc4)CC3)c3ccccc3n2)cc1 | -5% | · | 1%
CCOc1ccc2nc(N3CCC(C(=O)Nc4cc(C)ccc4C)CC3)sc2c1 | -7% | · | 3%
COc1c(C=O)cc2c3c1CCCN3CCC2 | -1% | -8% | -3%
C=CCOc1ccc(CN(C)CC(=O)Nc2ccccc2[N+](=O)[O-])cc1 | -6% | -1% | -1%
CCN(CC)S(=O)(=O)c1ccc(Cl)c(NC(=O)COC(=O)c2cc(-c3ccccc3Cl)nc3ccccc23)c1 | -3% | 22% | 2%
CCCN(CCC)C(=O)c1c[nH]c2ccc(S(=O)(=O)Nc3cc(C)cc(C)c3)cc2c1=O | -10% | · | 0%
COc1ccc(CCN2C(=O)N(c3ccc(C)cc3)C(=O)C2CC(=O)Nc2ccc(OC)cc2)cc1 (stereo not drawn) | -1% | · | -21%
O=C(CCc1ccc(Oc2cc([N+](=O)[O-])cc([N+](=O)[O-])c2)cc1)N1CCCCCC1 | 26% | 0% | -12%
CNC(=S)N1N=C(c2ccc(OC)cc2)CC1c1ccc(Cl)cc1Cl (stereo not drawn) | -23% | 22% | -15%
COC(=O)N1CCC2(CCCN(Cc3ccccc3OC)C2)CC1 | -6% | -8% | ·
CCOC(=O)c1c(C)[nH]c(C)c1S(=O)(=O)NCCc1ccc(SC)cc1 | 1% | 1% | -3%
COc1ccc([N+](=O)[O-])cc1C(=O)NCCOc1ccc(Cl)cc1 | -4% | -1% | 0%
COC(=O)[C@H](C)N(Cc1ccc(Cl)c(Cl)c1)S(=O)(=O)CCN1CCCC1 | -2% | · | -6%
O=C(N1CCCCC1)N1CCN(S(=O)(=O)c2cccc([N+](=O)[O-])c2)CC1 | 2% | 5% | 20%
COc1cc(/C=N/NC(=O)c2cc[n+]([O-])cc2)cc(OC)c1OC | -12% | -5% | -1%
CC(=O)N1CCN(S(=O)(=O)c2ccc(Cl)cc2F)CC1 | 1% | -9% | 2%
CCOc1ccccc1NC(=O)c1cc(S(=O)(=O)N2CCOCC2)cn1C | -4% | · | 1%
O=c1c2c(-c3ccccc3)csc2ncn1/N=C/c1c2ccccc2cc2ccccc12 | 1% | 7% | 10%
Cc1ccccc1NC(=O)CSc1nc2c(c(=O)n(C)c(=O)n2C)n1Cc1ccccc1F | -2% | · | 2%
CCOc1cc(N2CCOCC2)c(OCC)cc1NC(=O)COC(=O)CCOc1ccc(C(C)(C)C)cc1 | -14% | 4% | -12%
CCOc1ccc(NC(=O)Cn2nc(Cc3cccnc3)c3ccccc3c2=O)cc1 | 0% | · | -4%
O=C1CSC(c2ccncc2)N1Cc1ccccc1 (stereo not drawn) | -1% | 2% | -2%
CN(Cc1ccccc1)C(=O)c1ccc(NC(=O)c2ccccc2)cc1 | -20% | -4% | -5%
CCC(=O)Nc1cccc(-c2nnc(SCC(=O)c3ccccc3)n2C)c1 | -1% | -1% | -3%
Cc1ccc(N(C)C(=O)N2CCN(S(=O)(=O)c3ccc4ccccc4c3)CC2)cc1 | -3%[0.501 µM] | -5% | -17%

Grouped by structure, the entries above containing a CF3 group
SMILES | KAT2A inh | N370S GC mod | FEN1 inh
COc1cccc(CNC(=O)COC(=O)C2CCN(c3ccc(C(F)(F)F)cn3)CC2)c1 | -4% | · | 1%
O=C(Cn1nc(C(F)(F)F)c2c1CCCC2)Nc1ccc(F)c(Cl)c1 | -10% | · | -20%

Additional results:
SMILES | KAT2A inh | N370S GC mod | FEN1 inh
CCN(CC)c1ccc(C(=O)NNC(=O)C2CSC3(C)CCC(=O)N23)cc1 (stereo not drawn) | -1% | · | 20%
COc1ccc(C)c2sc(NC(=O)CCS(=O)(=O)c3ccccc3)nc12 | 4% | 0% | -1%
O=C(C1CCCCC1)N(Cc1cccnc1)c1nc2ccc(Cl)cc2s1 | -8% | · | -17%
O=C(O)CC1(CC(=O)Nc2ccc3c(c2)C(=O)OC3)CCCCC1 | -1% | -9% | -1%
COc1ccc(CNC(=O)CCCOc2cc(=O)n(C)c3ccccc23)cc1 | -2% | 4% | -12%
CC(=O)O[C@H]1C(=O)[C@@]2(C)C([C@H](OC(=O)c3ccccc3)[C@]3(O)C[C@H](OC(=O)[C@H](O)[C@@H](NC(=O)c4ccccc4)c4ccccc4)C(C)=C1C3(C)C)[C@]1(OC(C)=O)CO[C@@H]1C[C@H]2O (stereo partly drawn) | -1% | -20% | -8%
COc1ccc(C(=O)COC(=O)c2ccc(NC(=O)c3ccccc3)cc2)cc1 | 0% | 15% | 1%
O=C(Nc1ccc(Br)cc1)C1C2C=CC3(O2)C1C(=O)N(CCN1CCCCC1)C3C(=O)NC1CCCCC1 (stereo not drawn) | -2% | -3% | -1%
CC(O)/C=C/c1cccc[n+]1C (stereo not drawn) | 4% | 4% | 2%
CC[C@H](C)[C@H](NC(N)=O)C(=O)OCC(=O)NCc1ccc(Cl)cc1 | 1% | 4% | 4%
C=CC[C@H](CC(=O)N(CCO)Cc1ccccc1)C(=O)N[C@H](COC(=O)[C@@H](CC=C)Cc1ccc(F)cc1)C(C)(C)C | -14% | · | 1%
Cc1ccc(OCCSc2nc3ccc(NC(=O)c4ccco4)cc3s2)cc1 | -5% | · | 4%
Cc1ccc(S(=O)(=O)c2ccc(Oc3ccccc3)cc2)cc1 | -6% | 12% | 2%
COc1cc(/C=C(/C#N)c2nc3ccccc3[nH]2)ccc1OCC(=O)Nc1ccccc1C(C)C | ? | 17% | ?
CCOC(=O)c1c(C)[nH]c(C(=O)N2CCC(C(=O)OCC)CC2)c1C | -28% | -7% | 0%
Clc1ccccc1Cn1cccc1C1=NC(Cc2ccccc2)CO1 (stereo not drawn) | -2% | · | 1%
CCN(CC)CCCN1C(=O)C(=O)/C(=C(/O)c2ccc3c(c2)CC(C)O3)C1c1cccnc1 (stereo not drawn) | -1% | -1% | ·
O=S(=O)(NCC(c1ccco1)N1CCCCC1)c1cccc(C(F)(F)F)c1 (stereo not drawn) | 0% | · | -20%
O=C(Cc1ccc(Cl)cc1)NNC(=O)c1ccco1 | -6% | -18% | -10%
O=c1ccc(N=Nc2ccccc2)ccc1O | -1% | 3% | -2%
Cc1ccc(C)c(NC2=C(Cl)C(=O)OC2OC(C)C)c1 (stereo not drawn) | -2% | 17% | -9%
Cc1ccc(CCC(=O)Nc2ccc(S(N)(=O)=O)cc2)o1 | 4% | -1% | -6%
Cc1cccc(N(Cc2ccccc2)C(=O)CN2C(=O)NC3(CCCCC3C)C2=O)c1 (stereo not drawn) | -2% | · | -8%
COc1ccc(-c2cn3nc(N4CCC(C(=O)Nc5ccc(C)cc5)CC4)sc3n2)cc1 | 0% | · | 2%
CSCCC(NC(=O)c1ccccc1Cl)C(=O)N1CC(C)OC(C)C1 (stereo not drawn) | -6% | · | -8%
CN1CCN(C(=O)c2cccn(Cc3cccc(Cl)c3)c2=O)CC1 | -24% | -23% | -5%
C/C(Cc1nnn(-c2cc(C)on2)n1)=N\O | -2% | -1% | 15%
Cc1ccc(C)c(C(=O)CSc2n[nH]c(-c3ccncc3)n2)c1 | -11% | -3% | 0%
CC(=O)c1sc(NC(=O)c2ccc(COc3ccccc3Cl)o2)nc1C | 4% | -23% | 5%
Cc1ccc(-c2nnc(SCC(=O)n3c4c(c5ccccc53)CCCC4)o2)cc1 | -8% | 3% | ·
Cc1ccccc1CC(=O)Nc1ccc2c(c1)CCC2 | -8% | -1% | 1%
COc1ccc(CCNC(=O)C(CC(C)C)N2Cc3ccccc3C2=O)c(OC)c1OC (stereo not drawn) | -4% | · | 2%
CCOC(=O)N1CCN(S(=O)(=O)c2cccc3ccc(C)nc23)CC1 | -5% | 1% | -17%
O=S(=O)(Nc1cccc(-c2ccc(N3CCCC3)nn2)c1)c1ccccc1C(F)(F)F | -2% | · | -6%
O=C(CC1C(=O)NCCN1C(=O)Nc1ccc(C(F)(F)F)cc1)Nc1ccc(F)cc1 (stereo not drawn) | -5% | 18% | -20%
O=C(NCc1nnc(SCc2ccc(F)cc2)n1-c1ccccc1)C12CC3CC(CC(C3)C1)C2 | -8% | ? | -20%
CC(C)c1cc(-c2cc(-c3ccc(Cl)cc3)on2)nc(NCC2CC2)n1 | -4% | -5% | 10%

Structures shown so far that have an aryl methoxy group (17):
SMILES | KAT2A inh | N370S GC mod | FEN1 inh
COc1cccc(CNC(=O)COC(=O)C2CCN(c3ccc(C(F)(F)F)cn3)CC2)c1 | -4% | · | 1%
CCNc1ncc2ncc(=O)n(Cc3cccc(OC)c3)c2n1 | -14% | 27% | ·
COc1cc(C(=O)Nc2ccc(N3CCCS3(=O)=O)cc2)c([N+](=O)[O-])cc1OC | -8% | -5% | 2%
CNC(=O)C1CCCN1S(=O)(=O)c1ccc(OC)cc1 (stereo not drawn) | 1% | 5% | 5%
COc1ccc(Nc2cc(C(=O)NCCCN3CCN(c4ccc(OC)cc4)CC3)c3ccccc3n2)cc1 | -5% | · | 1%
COc1c(C=O)cc2c3c1CCCN3CCC2 | -1% | -8% | -3%
COc1ccc(CCN2C(=O)N(c3ccc(C)cc3)C(=O)C2CC(=O)Nc2ccc(OC)cc2)cc1 (stereo not drawn) | -1% | · | -21%
CNC(=S)N1N=C(c2ccc(OC)cc2)CC1c1ccc(Cl)cc1Cl (stereo not drawn) | -23% | 22% | -15%
COC(=O)N1CCC2(CCCN(Cc3ccccc3OC)C2)CC1 | -6% | -8% | ·
COc1ccc([N+](=O)[O-])cc1C(=O)NCCOc1ccc(Cl)cc1 | -4% | -1% | 0%
COc1cc(/C=N/NC(=O)c2cc[n+]([O-])cc2)cc(OC)c1OC | -12% | -5% | -1%
COc1ccc(C)c2sc(NC(=O)CCS(=O)(=O)c3ccccc3)nc12 | 4% | 0% | -1%
COc1ccc(CNC(=O)CCCOc2cc(=O)n(C)c3ccccc23)cc1 | -2% | 4% | -12%
COc1ccc(C(=O)COC(=O)c2ccc(NC(=O)c3ccccc3)cc2)cc1 | 0% | 15% | 1%
COc1cc(/C=C(/C#N)c2nc3ccccc3[nH]2)ccc1OCC(=O)Nc1ccccc1C(C)C | ? | 17% | ?
COc1ccc(-c2cn3nc(N4CCC(C(=O)Nc5ccc(C)cc5)CC4)sc3n2)cc1 | 0% | · | 2%
COc1ccc(CCNC(=O)C(CC(C)C)N2Cc3ccccc3C2=O)c(OC)c1OC (stereo not drawn) | -4% | · | 2%
